Source: PubChem BioAssay (several laboratories)
Scp1 inh = inhibitors of human Scp-1 phosphatase; AID 493091; Q9GZU7; inhibition, % at 20 µM; Recombinant Scp1, phosphopeptide, malachite green phosphate absorbance; 340,000 compounds, 0.88% hits;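 active = inhibition above about 50% at 20 µM, limit read from the data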;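 note: plate controls were DMSO wells with enzyme for no effect and wells lacking enzyme for full effect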
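Test system: SCP-1 phosphatase catalytic domain, residues 76-261 | Compound dosing: One concentration, 20 µM, with 1.0% DMSO | Schedule: 45 min room-temperature reaction, 5 min colour, 30 min stabiliser | Detection: Absorbance at 630 nm | Read-out basis: % inhibition of SCP-1 phosphate liberation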
DNMT1 block = inhibitors of human DNMT1; P26358; DNMT1 molecular beacon, Hinp1I cleavage, fluorescence; inhibition (reported as % activation of signal), % at 10 µM; 360,000 compounds, 0.83% hits; in the data active = inhibition above about 50%
PABP1 MLLE inh = blocks PAM2 peptide binding to the PABP1 MLLE domain. P11940. GST-MLLE / FITC-PAM2 fluorescence polarization. inhibition, % at 20 µM. 360,000 compounds, 0.36% hits; in the data active = inhibition above about 35%, passing the limit was not always enough;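 note: plate controls were DMSO wells with GST-MLLE for no effect and wells lacking GST-MLLE protein for full effect; some results filed as inactive read as strong as hits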
Target sequence (P11940 whole entry, looked up, the tested form may be a part): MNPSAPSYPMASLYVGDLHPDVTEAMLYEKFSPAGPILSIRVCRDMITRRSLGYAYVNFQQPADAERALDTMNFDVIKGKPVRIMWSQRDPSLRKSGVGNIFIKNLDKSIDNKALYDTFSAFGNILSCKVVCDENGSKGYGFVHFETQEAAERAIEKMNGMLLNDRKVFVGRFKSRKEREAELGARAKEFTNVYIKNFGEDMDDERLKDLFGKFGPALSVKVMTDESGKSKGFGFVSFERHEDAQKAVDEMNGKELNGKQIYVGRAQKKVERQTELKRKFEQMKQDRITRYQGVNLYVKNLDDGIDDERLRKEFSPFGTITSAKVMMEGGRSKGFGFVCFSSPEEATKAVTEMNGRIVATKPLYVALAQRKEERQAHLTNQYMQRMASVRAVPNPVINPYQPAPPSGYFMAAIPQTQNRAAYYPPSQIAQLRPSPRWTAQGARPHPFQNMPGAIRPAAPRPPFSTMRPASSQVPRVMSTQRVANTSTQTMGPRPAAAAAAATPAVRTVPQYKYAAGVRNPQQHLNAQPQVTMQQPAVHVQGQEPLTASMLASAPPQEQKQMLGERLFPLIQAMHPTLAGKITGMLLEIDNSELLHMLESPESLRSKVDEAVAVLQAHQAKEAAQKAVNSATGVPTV
CSN inh = blocks human CSN-mediated cullin deneddylation | Q92905 | Purified CSN, SCF-Nedd8-OG deneddylation, fluorescence polarization | AID 651999 | inhibition, % at 12.5 µM | 360,000 compounds, 0.38% hits;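 active = pattern-corrected inhibition above about 35%, with an unprinted fluorescence ratio check between 0.5 and 1.5, limit read from the data, passing the limit was not always enough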;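 note: 0% = enzyme with substrate and 100% = substrate without enzyme; some results filed as inactive read as strong as hits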
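Assay system: purified human Csn5 enzyme expressed in HEK293T cells; Input: 0.24 nM Csn5 enzyme, final concentration; Reagent: 10 nM SCFSkp2-Nedd8OG; Compound dosing: 12.5 µM single point; Times: reaction 90 min, room temperature; Technique: fluorescence polarization readout.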
Rpn11 block = blocks the human proteasome subunit Rpn11 | O00487 | human 26S proteasome, Ub4-pepOG fluorescence polarization; 20S core pre-blocked with epoxomicin | calls only at 20 µM | 360,000 compounds, 0.59% hits | AID 588493;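 active = inhibition at 20 µM, scaled to each plate's controls, above about 33%, limit read from the data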
Target sequence (O00487 whole entry, looked up): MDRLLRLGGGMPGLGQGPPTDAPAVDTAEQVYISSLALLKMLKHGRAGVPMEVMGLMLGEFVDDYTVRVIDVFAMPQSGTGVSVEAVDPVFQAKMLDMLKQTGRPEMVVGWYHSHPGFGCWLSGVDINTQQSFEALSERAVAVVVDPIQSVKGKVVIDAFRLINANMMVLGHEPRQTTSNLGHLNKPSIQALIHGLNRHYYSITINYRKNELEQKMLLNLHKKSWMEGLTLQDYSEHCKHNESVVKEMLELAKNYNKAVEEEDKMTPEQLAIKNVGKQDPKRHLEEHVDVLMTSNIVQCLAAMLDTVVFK
NadD block = blocks S. aureus nicotinate mononucleotide adenylyltransferase | purified NadD enzyme, colorimetric absorbance read-out | inhibition, % at 20 µM | 360,000 compounds, 0.78% hits | AID 602399; in the data active = inhibition above about 26%; note: some compounds past the cut are filed as inactive
LMPTP block = LMPTP (human) inhibition | inhibition, % at 20 µM | 360,000 compounds, 0.22% hits | AID 651560 | recombinant LMPTP-A, OMFP fluorogenic substrate, fluorescence intensity;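 active = compounds that cut the enzyme signal by at least half of the control window in the single-dose screen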;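 note: plate controls were DMSO wells with enzyme plus substrate for no effect and substrate without enzyme for full effect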
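Test system – LMPTP-A phosphatase enzyme · Quantity – 0.625 nM LMPTP-A final · Reagent – OMFP substrate, 400 µM final · Dosing – one test concentration per compound, 20 µM, with 3% DMSO overall · Timing – 50 min enzyme reaction at room temperature, protected from light · Detection – fluorescence intensity · Controls – substrate-only low control, DMSO enzyme-plus-substrate high control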
TbMetRS inhib = blocks T. brucei methionyl-tRNA synthetase activity; 360,000 compounds, 0.4% hits; inhibition, % at 11.9 µM; purified T. brucei MetRS, ATP depletion, Kinase-Glo luminescence; AID 624268;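 active = inhibition above a per-plate cutoff of the control wells' mean inhibition plus 3 SD, cut at about 5.5% in these data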;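 note: 0% = DMSO wells median and 100% = median of wells with control inhibitor compound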
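Test system – parasite MetRS enzyme · Reagent – substrates ATP, L-methionine and bulk Escherichia coli tRNA · Doses – 11.9 µM compound single dose, 0.9% DMSO · Times – 15 min enzyme-compound preincubation, 2 h reaction, 10 min detection, 25 °C · Signal – Kinase-Glo luminescence, ATP depletion format · Controls – DMSO-only wells as low control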
SUMO1-SIM PPI = alters human SUMO1 binding to SIM partners. P63165. SUMO1 binding to a labelled peptide, TR-FRET, 1 h. inhibition, % at 20 µM. 360,000 compounds, 0.33% hits. AID 602429; in the data active = inhibition above about 37%
Target sequence (P63165 whole entry, looked up): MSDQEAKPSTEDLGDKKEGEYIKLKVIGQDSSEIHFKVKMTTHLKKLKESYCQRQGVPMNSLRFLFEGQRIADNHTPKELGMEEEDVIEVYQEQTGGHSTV
STEP inh = blocks human striatal-enriched tyrosine phosphatase. recombinant STEP, OMFP fluorogenic substrate, fluorescence. inhibition, % at 20 µM. 360,000 compounds, 0.25% hits. AID 588621;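 active = inhibition at 20 µM, scaled per plate between control wells, above about 37%, limit read from the data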;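 note: 0% = DMSO with enzyme and substrate and 100% = substrate only without enzyme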
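System: isolated STEP enzyme; schedule: 20 min enzyme reaction at room temperature, protected from light; medium: Bis-Tris buffer pH 6.0, 2.5 mM DTT, 0.005% Tween 20; signal: fluorescence, 480/540 nm; dosing: single compound dose of 20 µM, 1% DMSO final; also added: OMFP substrate, 25 µM final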
Numbers without * were called inactive; i = inactive; · = not tested or not shown.

compound | Scp1 inh | DNMT1 block | PABP1 MLLE inh | CSN inh | Rpn11 block | NadD block | LMPTP block | TbMetRS inhib | SUMO1-SIM PPI | STEP inh
CC(=O)c1ccc(S(=O)(=O)NCc2cccnc2)cc1 | -13 | -1 | 13 | -1 | i | -5 | -2.8 | -0.3 | -1 | 1
CCOC(=O)c1oc2c(O)c(O)ccc2c(=O)c1-c1nncn1-c1ccccc1 | 0 | 8 | 7 | -8 | i | 1 | -2.5 | -0.7 | -10 | -1
COc1ccc2nc(N3C(=O)C(O)=C(C(=O)c4ccco4)C3c3ccco3)sc2c1 (stereo not drawn) | -5 | 0 | -2 | 1 | i | -1 | -1.7 | -0.5 | -1 | -1
COC(=O)C1=C(C)N(C)C(=O)NC1c1cc(Cl)c(O)c(OC)c1 (stereo not drawn) | -6 | 3 | 13 | 0 | i | -3 | -2.7 | -0.6 | 3 | 2
COc1ccc(OC)c(S(=O)(=O)N2CCCC(C(=O)NCCc3ccccc3)C2)c1 (stereo not drawn) | -7 | 1 | -3 | 3 | i | 1 | 0.0 | -0.4 | 2 | 3
CCN1CCN(c2oc(COc3ccc(-c4ccccc4)cc3)nc2C#N)CC1 | -2 | -9 | 11 | -3 | i | -4 | -5.1 | -0.4 | -2 | 4
CCOC(=O)C(Cc1c[nH]c2ccccc12)NC(=O)c1ccco1 (stereo not drawn) | -17 | -5 | -10 | 2 | i | -5 | 0.1 | -1.1 | 7 | 0
COc1ccc(C(=O)N/N=C(\c2ccccc2)c2ccccn2)cc1 | -5 | 9 | -7 | -18 | i | -5 | -1.0 | -0.4 | -7 | -1
Cc1cc2nc(CN(C)Cc3c(C(=O)N(C)C)nc4ccc(Cl)cn34)[nH]c2cc1C | -3 | -2 | -16 | -4 | i | 2 | 0.1 | 0.5 | -3 | 0
OC(CNc1nc(C(F)(F)F)nc2ccccc12)c1ccccc1 (stereo not drawn) | -1 | 2 | -4 | -2 | i | 4 | 1.0 | -0.1 | 0 | -2
COC(=O)CCCC[C@@H]1O[C@H](CCc2ccccc2)Cc2[nH][nH]c(=O)c21 | · | · | · | -2 | · | 0 | -1.9 | -0.7 | 0 | ·
CC(=O)C1=C(C)N(c2ccccc2)C(=O)C1(NS(=O)(=O)c1ccc(N)cc1)C(F)(F)F (stereo not drawn) | 5 | 3 | 1 | -8 | i | 2 | -1.0 | -1.6 | -2 | -2
O=C(NC1CC1)C1=C[C@@H](c2csc3ccccc23)C[C@@H](OCc2ccc(CO)cc2)O1 | -4 | 1 | 6 | -2 | i | 1 | 0.2 | -0.3 | -5 | 0
CC(=O)Nc1ccc(O)cc1[N+](=O)[O-] | 6 | 1 | 1 | -1 | i | -9 | -2.1 | 0.5 | -14 | -1
CC(C)CC[C@@H](O)[C@](C)(O)C1CC[C@@]2(O)C3=CC(=O)[C@@H]4C[C@@H](O)[C@@H](O)C[C@]4(C)C3CC[C@]12C (stereo partly drawn) | -5 | 8 | 4 | 0 | i | 3 | -0.2 | -0.2 | 4 | 1
Cc1cc2c(cc1C)/C(=C\C(N)=O)NC(C)(C)C2 | -2 | -6 | 16 | 3 | i | -6 | -0.7 | -0.4 | -3 | -3
CCCCOc1ccc(N=Cc2cccs2)cc1 | -6 | -3 | 6 | 0 | i | -2 | -3.1 | -1.1 | -3 | 2
CN(C(=O)c1coc(=O)c2ccccc12)c1ccccc1Cl | -7 | 0 | 9 | 3 | i | -2 | -0.7 | -0.3 | -3 | -2
Cc1nc(NC(=S)NC(=O)c2ccco2)sc1C(=O)N(C)C | -4 | -13 | 41* | 1 | i | 4 | -0.5 | -0.3 | -3 | 0
Cc1csc2sc(-c3ccnc(SCC(=O)NCc4ccccc4)n3)c(C)c12 | -7 | -3 | -2 | -3 | i | 4 | 5.0 | 0.4 | -6 | 4
COc1ccc(NC(=O)CSc2nc(N)c3cc4c(nc3n2)CCCC4)c(OC)c1 | -3 | -2 | -8 | 1 | i | 0 | 2.1 | -1.3 | 6 | 0
Cc1ccc(F)c(Oc2cc(NN3CCCCC3)c([N+](=O)[O-])cc2[N+](=O)[O-])c1 | -9 | 2 | 6 | -2 | i | -1 | 1.5 | -0.5 | 0 | 2
CCOCC(=O)Nc1nnc(Cc2ccc(OC)cc2)s1 | -6 | 2 | 7 | 1 | i | 2 | -0.9 | -1.2 | -5 | 9
O=C1CCCC2=C1C(c1ccsc1)CC(=O)N2c1ccccc1F (stereo not drawn) | -7 | -4 | 4 | 1 | i | -5 | -1.9 | 0.2 | -6 | -2
CC(OC(=O)c1cc2sccc2n1C)C(=O)NCc1ccc(F)cc1 (stereo not drawn) | -2 | 11 | 1 | 1 | i | 1 | 1.0 | -0.2 | -2 | -2
COc1ccc2nc(Nc3nc(CSc4nnnn4-c4ccccc4)cc(=O)[nH]3)nc(C)c2c1 | 83* | -6 | -2 | 1 | i | 10 | 2.1 | -0.4 | 0 | 4
O=C1CC(Sc2nnnn2-c2ccccc2)C(=O)N1c1cccc(Cl)c1 (stereo not drawn) | -12 | 0 | -19 | -2 | i | -6 | 1.3 | 0.1 | 2 | 0
COCCCN1CC(=O)N2C(c3ccc(OC)c(OC)c3)c3[nH]c4ccccc4c3C[C@H]2C1=O (stereo partly drawn) | 0 | 1 | 11 | -2 | i | 0 | 0.2 | 0.4 | 0 | -1
Cc1[nH]c2ccccc2c1/C=N/Nc1nncn1N | -6 | -5 | -4 | 2 | i | 5 | 0.1 | 1.1 | 0 | -4
CC(=O)N(C)c1ccc(NC(=S)Nc2ccccc2)cc1 | -4 | 6 | 14 | -5 | i | -2 | -1.1 | -0.6 | 4 | 1

Complete entries as entered above. Values in the order: Scp1 inh, DNMT1 block, PABP1 MLLE inh, CSN inh, Rpn11 block, NadD block, LMPTP block, TbMetRS inhib, SUMO1-SIM PPI, STEP inh
`CN(C(=O)c1coc(=O)c2ccccc12)c1ccccc1Cl` as listed: -7, 0, 9, 3, i, -2, -0.7, -0.3, -3, -2
`CC(C)CC[C@@H](O)[C@](C)(O)C1CC[C@@]2(O)C3=CC(=O)[C@@H]4C[C@@H](O)[C@@H](O)C[C@]4(C)C3CC[C@]12C` (stereo partly drawn) as listed: -5, 8, 4, 0, i, 3, -0.2, -0.2, 4, 1

The main list resumes, repeating the 6 entries before the break.
compound | Scp1 inh | DNMT1 block | PABP1 MLLE inh | CSN inh | Rpn11 block | NadD block | LMPTP block | TbMetRS inhib | SUMO1-SIM PPI | STEP inh
CC(OC(=O)c1cc2sccc2n1C)C(=O)NCc1ccc(F)cc1 (stereo not drawn) | -2 | 11 | 1 | 1 | i | 1 | 1.0 | -0.2 | -2 | -2
COc1ccc2nc(Nc3nc(CSc4nnnn4-c4ccccc4)cc(=O)[nH]3)nc(C)c2c1 | 83* | -6 | -2 | 1 | i | 10 | 2.1 | -0.4 | 0 | 4
O=C1CC(Sc2nnnn2-c2ccccc2)C(=O)N1c1cccc(Cl)c1 (stereo not drawn) | -12 | 0 | -19 | -2 | i | -6 | 1.3 | 0.1 | 2 | 0
COCCCN1CC(=O)N2C(c3ccc(OC)c(OC)c3)c3[nH]c4ccccc4c3C[C@H]2C1=O (stereo partly drawn) | 0 | 1 | 11 | -2 | i | 0 | 0.2 | 0.4 | 0 | -1
Cc1[nH]c2ccccc2c1/C=N/Nc1nncn1N | -6 | -5 | -4 | 2 | i | 5 | 0.1 | 1.1 | 0 | -4
CC(=O)N(C)c1ccc(NC(=S)Nc2ccccc2)cc1 | -4 | 6 | 14 | -5 | i | -2 | -1.1 | -0.6 | 4 | 1
O=C(NCc1ccccc1)C1COc2ccccc2O1 (stereo not drawn) | -1 | 0 | 8 | 1 | i | -5 | -0.1 | -0.2 | 3 | -2
COc1ccc(NC(=O)CN(C)C(=O)CCCNC(=O)c2ccc(Cl)cc2)cc1 | -10 | 2 | -5 | 2 | i | -1 | -0.2 | 0.1 | 6 | 1
COc1ccc(Nc2nnc(-c3ccc(C(N)=O)cc3)c3ccccc23)cc1 | -5 | -7 | 8 | 0 | i | -4 | 0.2 | -0.2 | 1 | 1
COc1cc(C2C(C#N)=C(N)OC3=C2C(=O)CC(C)(C)C3)ccc1OCCN1CCOCC1 (stereo not drawn) | -7 | -1 | 4 | -4 | i | 0 | -1.3 | -0.5 | -1 | 2
COc1cc(C(=O)OCC(=O)N2CCOCC2)c([N+](=O)[O-])cc1OC | -5 | -1 | -2 | 0 | i | -8 | -0.3 | 0.1 | -21 | -2
CCN1C(=O)CC(N2CCN(c3ccc(Cl)cc3)CC2)C1=O (stereo not drawn) | 13 | 0 | -6 | 1 | i | 1 | -0.9 | -0.9 | -1 | 0
CC(C)Cn1c(=O)c2ccccc2n2c(SCC(=O)N3c4ccccc4CC3C)nnc12 (stereo not drawn) | 1 | 5 | -9 | 2 | i | 5 | -1.0 | -2.0 | 14 | -1
S=C(NNC(=S)Nc1ccccc1)Nc1ccccc1 | -15 | -4 | 27 | 6 | i | -6 | 8.5 | -0.6 | 5 | 8
O=C(c1ccc2c(c1)OCCO2)N1CCN(Cc2ccccc2)CC1 | 2 | 3 | 3 | 2 | i | -2 | -2.4 | 0.1 | -1 | -3

Limited to SUMO1-SIM PPI, for 4 of the compounds above:
Molecule | SUMO1-SIM PPI
CCN1C(=O)CC(N2CCN(c3ccc(Cl)cc3)CC2)C1=O (stereo not drawn) | -1
CC(C)Cn1c(=O)c2ccccc2n2c(SCC(=O)N3c4ccccc4CC3C)nnc12 (stereo not drawn) | 14
S=C(NNC(=S)Nc1ccccc1)Nc1ccccc1 | 5
O=C(c1ccc2c(c1)OCCO2)N1CCN(Cc2ccccc2)CC1 | -1
